TAAR1 antagonist: antagonists of human TAAR1 | Q96RJ0 | CHO RD-HGA16 TAAR1, Fluo-8 calcium fluorescence, antagonist | inhibition, % at 3 µM | 1.5% of 360,000 active | AID 624466;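 active = inhibition above a per-plate cutoff, the mean inhibition of test compounds on that plate plus 3 SD, cut at about 49% in these data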;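 note: 0% = DMSO plus EC80 beta-PEA response and 100% = DMSO alone without agonist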
Target sequence (Q96RJ0 whole entry, looked up): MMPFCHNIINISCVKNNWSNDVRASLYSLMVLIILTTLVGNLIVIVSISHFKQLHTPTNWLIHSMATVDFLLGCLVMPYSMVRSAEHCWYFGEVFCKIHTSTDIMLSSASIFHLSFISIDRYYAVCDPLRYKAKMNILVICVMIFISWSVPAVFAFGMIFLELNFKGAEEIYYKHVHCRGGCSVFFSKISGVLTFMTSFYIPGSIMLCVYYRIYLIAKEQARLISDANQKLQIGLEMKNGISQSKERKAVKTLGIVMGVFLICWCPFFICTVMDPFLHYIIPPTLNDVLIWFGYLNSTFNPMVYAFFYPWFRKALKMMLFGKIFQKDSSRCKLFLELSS
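Test system: RD-HGA16 CHO cells with stable hTAAR1 and Gα16 / Probe or stimulus: EC80 β-phenethylamine stimulus / Times: seeding 17-24 h prior, 75-min 37 °C, 30-min RT dye loading / Detection: Fluo-8 calcium-sensitive fluorescence / Read-out basis: % inhibition scaled between DMSO and EC80 PEA controls / Repeats: singlicate, one well per test compound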
CRFR2-BP antag: blocks CRF-induced signaling of the CRF-BP/CRF-R2 complex. inhibition, % at 11.8 µM. AID 588475. HEK293 CRF-R2/CRF-BP, CRF-induced calcium fluorescence. 0.59% of 350,000 active;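 active = inhibition of the ligand-induced calcium signal above about 50% at the single tested concentration, limit read from the data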
M5 ag: agonists of human muscarinic M5 receptor (CHRM5); P08912; CHO-K1 hM5 cells, Fluo-8 calcium fluorescence; 0% DMSO wells, 100% maximal acetylcholine response; activation, % at 3 µM; 0.19% of 360,000 active;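 active = activation above the run's mean over test compounds plus 3 SD, cut at about 23% in these data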;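 note: signal is peak over basal fluorescence ratio across the kinetic read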
M1 PAM parental: nonselective activator or artifact in parental CHO-K1 calcium assay; ATP EC20, Fluo-8 calcium fluorescence; 0% at ATP EC20, 100% at ATP max; activation, % at 3 µM; 0.02% of 360,000 active;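 active = activation above the run cutoff, the mean activation of all test compounds plus 3 SD, cut at about 40% in these data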;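 note: peak over basal fluorescence ratio in a 140 s read after ATP addition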
M4 PAM: potentiates acetylcholine response at human M4 receptor. CHO-K1 hM4/Gqi5, Fluo-8 calcium fluorescence, ACh EC20; 0% = ACh EC20, 100% = maximal ACh. activation, % at 3 µM. 0.4% of 360,000 active. AID 624126;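 active = activation above its plate's cutoff, the mean activation of sample wells plus 3 SD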; note: some results filed as inactive read as strong as hits
Target sequence (P08173 whole entry, looked up): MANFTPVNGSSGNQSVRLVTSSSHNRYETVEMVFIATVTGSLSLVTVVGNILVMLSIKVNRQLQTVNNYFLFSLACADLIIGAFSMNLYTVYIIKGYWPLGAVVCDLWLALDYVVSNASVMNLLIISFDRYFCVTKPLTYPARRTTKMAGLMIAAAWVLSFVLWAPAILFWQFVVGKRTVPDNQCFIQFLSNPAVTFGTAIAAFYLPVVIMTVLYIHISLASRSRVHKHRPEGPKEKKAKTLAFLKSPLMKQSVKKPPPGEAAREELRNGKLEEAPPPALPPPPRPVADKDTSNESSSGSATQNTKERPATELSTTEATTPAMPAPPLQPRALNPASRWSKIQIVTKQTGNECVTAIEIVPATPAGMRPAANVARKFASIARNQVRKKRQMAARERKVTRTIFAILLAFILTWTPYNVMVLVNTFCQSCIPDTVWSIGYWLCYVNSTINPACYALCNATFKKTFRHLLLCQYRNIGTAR
CHRM5 antagonist: antagonists of human muscarinic M5 receptor (CHRM5); P08912; CHO-hM5 cells, Fluo-8 calcium fluorescence, ACh EC80; inhibition, % at 3 µM; 0.59% of 360,000 active;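 active = inhibition above a per-plate cutoff, the mean of that plate's test compounds plus 3 SD, cut at about 27% in these data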;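 note: 0% = acetylcholine EC80 with DMSO and 100% = DMSO without agonist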
M5 PAM: positive allosteric modulators of human muscarinic M5 receptor. P08912. CHO-K1 hM5, Fluo-8 calcium, ACh EC20 PAM; 0% = ACh EC20, 100% = ACh EC100. activation, % at 3 µM. 0.3% of 360,000 active. AID 624038;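 active = activation above the run cutoff, the mean activation of all test compounds plus 3 SD, cut at about 18% in these data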
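System: CHO-K1 hM5 cells. Reagent: acetylcholine, EC20 level. Compound dosing: single dose, 3 µM nominal final test concentration. Timing: Post-acetylcholine fluorescence recording 140 s. Detection: Fluo-8 calcium fluorescence. Read-out: % activation, ACh-normalized. Benchmarks: ACh EC20 and EC100 wells. Repeats: singlicate, one well per test compound.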
TAAR1 agonist: human TAAR1 agonism | Q96RJ0 | CHO RD-HGA16 TAAR1, Fluo-8 calcium fluorescence; vehicle wells 0%, saturating PEA agonist 100% | AID 624467 | activation, % at 3 µM | 0.99% of 360,000 active;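 active = activation above the mean activation of all test compounds in the run plus 3 SD, cut at about 38% in these data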
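Test system: RD-HGA16 (CHO) cells co-expressing Gα16 and hTAAR1; dosing: one-point dosing at 3 µM (nominal); timing: 17-24 h seeding, 75 min 37 °C dye, 30 min RT; signal: kinetic Fluo-8 calcium fluorescence; read-out basis: % activation relative to PEA EC100 response; controls: DMSO and PEA EC100; replicates: n 1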
CRFBP-R2 agonist: agonists of human CRF-binding protein/CRF-R2 receptor complex; activation, % at 13.2 µM; 0.46% of 350,000 active; HEK293 CRF-R2/CRF-BP, calcium dye fluorescence (FLIPR); percent of saturating CRF peptide response;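 active = activation of at least 50%, plus an integration ratio under a set limit after plate pattern correction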;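 note: plate controls were neutral control wells without compound for no effect and CRF at EC100 for full effect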
An asterisk follows results filed as active; . = no result given; & = joins results of further samples.

(1) Cc1nc(CNS(=O)(=O)c2cccnc2)cs1
(2) CCOC(=O)C1CCN(S(=O)(=O)c2c(C)n(C)c(=O)n(C)c2=O)CC1
(3) COc1cc2c(cc1OC)C(c1ccccc1)N(C(=O)c1ccccc1F)CC2 (stereo not drawn)
(4) CCn1c(CNC(=O)c2ccc(OC)c(OC)c2)nnc1SCC(=O)c1ccc(OC)cc1
(5) C/C(=N\NC(=O)c1ccc(N/N=C(\C)c2ccncc2)cc1)c1ccncc1
(6) COc1ccccc1CCNC(=O)c1ccccc1SCC(=O)N1CCCC1
(7) CC(C)C[C@H](N)C(=O)N1CCC(C(=O)N[C@H](C(=O)NC(C)c2ccccc2)C(C)C)CC1 (stereo partly drawn)
(8) Cc1ccc(C(=O)NCC(c2ccc(F)cc2)N2CCOCC2)cc1S(=O)(=O)N1CCOCC1 (stereo not drawn)
Compound,1,2,3,4,5,6,7,8
M5 PAM,-7,-1,-2,2,-10,-3,2,8
M5 ag,1,1,-4,-2,1,-4,2,-7
CHRM5 antagonist,1,-3,6,0,6,2,-1,7
CRFBP-R2 agonist,0.8,-2.5,-1.7,-1.0,0.8,-1.3,0.5,1.4
M4 PAM,-5,3,-3,4,-11,7,5,4
M1 PAM parental,6,2,0,0,11,22,24,9
TAAR1 agonist,2,0,-2,12,5,1,1,0
TAAR1 antagonist,0,5,-30,-3,13,5,-24,-11
CRFR2-BP antag,9,18,15,-2,-4,12,11,3

(9) CSc1ccc(NC(=O)NCCN2CCc3ccccc3C2)cc1
(10) O=C(Nc1ccc(S(=O)(=O)Nc2nccs2)cc1)c1c(F)c(F)c(F)c(F)c1F
(11) CC1CCCC(C)N1C(=O)COC(=O)CNC(=O)C12CC3CC(CC(C3)C1)C2 (stereo not drawn)
(12) O=C(Cc1ccc([N+](=O)[O-])cc1)Nc1ccc2c(c1)C(=O)NC2=O
(13) CCOc1ccc(-c2nc(CN(Cc3ccccc3)C[C@@H]3CCC(=O)N3)c(C)o2)cc1
(14) CC(C)N(C(=O)[C@H]1C[C@H](CC(=O)NC(C)(C)C)C(=O)N2CCc3c([nH]c4cc(CCC(=O)N(C)C)ccc34)[C@]12C)C(C)C
(15) CCOC(=O)C1=C(C)NC(=S)NC1c1cccs1 (stereo not drawn)
(16) Cc1ccc(Nc2ncnc3sccc23)c(C)c1
Compound,9,10,11,12,13,14,15,16
M5 PAM,-4,7,0,-1,-1,-5,1,11
M5 ag,-1,-4,4,4,-6,1,2,-3
CHRM5 antagonist,-1,-14,4,2,2,12,-4,-14
CRFBP-R2 agonist,-4.2,-3.1,0.8,1.8,-2.5,-0.4,-1.3,-4.0
M4 PAM,0,9,13,-1,0,-3,-4,11
M1 PAM parental,15,12,-10,-2,13,-5,12,-15
TAAR1 agonist,16,3,1,4,-1,1,0,-4
TAAR1 antagonist,5,-11,-27,9,-31,-16,-13,1
CRFR2-BP antag,-24,2,3,12,-33,9,15,11

(17) COCCOc1cc(NC(=O)c2ccccc2)c(Cl)cc1Cl
(18) O=C1Cc2cc(S(=O)(=O)N3CCCCC3)ccc2N1
(19) CCOC(=O)c1cc(NC(=O)c2cnccn2)cc(C(=O)OCC)c1
(20) Cc1ccc(NC(=O)c2cc(=O)n(Cc3ccccc3)c(=O)[nH]2)cc1C
(21) C[C@H](NC(=O)N1CCn2c1nc1ccccc12)C(=O)N1CCCCC1
(22) Cc1ccc(C(=O)NCC(=O)NC2CC2)cc1
(23) Cn1c(=O)n(CC(=O)Nc2ccccc2)c2ccccc21
(24) CC(=O)c1sc(NC(=O)c2cc(=O)c3ccccc3o2)nc1C
Compound,17,18,19,20,21,22,23,24
M5 PAM,-7,1,-3,-13,5,2,-4,3
M5 ag,-1,0,4,-2,-3,5,-1,-1
CHRM5 antagonist,0,2,4,18,-12,-6,6,3
CRFBP-R2 agonist,-0.6,-8.8,-0.2,-1.2,-1.0,-0.9,0.4,-0.8
M4 PAM,2,1,-4,4,14,10,3,-3
M1 PAM parental,3,3,-1,15,23,-2,10,-1
TAAR1 agonist,12,1,15,3,1,8,3,6
TAAR1 antagonist,-16,1,-3,8,-27,-13,-2,9
CRFR2-BP antag,-7,27,5,-1,20,-1,12,-3

(25) CC1CCN(CCCNS(=O)(=O)c2ccc3c(c2)CCN3C(=O)C2CC2)CC1
(26) Cc1c(CCO)c(=O)n(-c2ccccc2)n1S(=O)(=O)c1c(Cl)cc(Cl)cc1Cl
(27) CC(C)CNc1ncnc2c1ncn2[C@H]1CN(Cc2ccc(C(=O)O)cc2)C[C@@H](CO)O1
(28) CC[C@H]1c2[nH]c3ccc(C(C)C)cc3c2[C@@H]2CCN3C(=O)CCC[C@H]1[C@H]23
(29) Cc1cc(Nc2cccc(Cl)c2)n2ncnc2n1
(30) O=C1CS/C(=N\C(=O)N2c3ccccc3Sc3ccccc32)N1
(31) Cc1cccc(N2CCN(C(=O)c3ccc4nc(-c5ccco5)c(-c5ccco5)nc4c3)CC2C)c1 (stereo not drawn)
(32) CCCCN1CC(COCc2ccccc2)Oc2cccc(Oc3ccc(C(C)C)cc3)c2S1(=O)=O (stereo not drawn)
Compound,25,26,27,28,29,30,31,32
M5 PAM,-3,6,-2,-8,0,-4,-15,1
M5 ag,-4,3,1,-7,0,-3,1,1
CHRM5 antagonist,-2,-4,4,2,2,4,15,1
CRFBP-R2 agonist,-0.5,-2.5,.,0.3,-3.6,-3.5,-0.6,4.5
M4 PAM,1,-1,6,-1,5,-7,-17,0
M1 PAM parental,0,14,21,13,11,17,17,2
TAAR1 agonist,4,13,0,8,0,16,10,2
TAAR1 antagonist,-16,9,13,12,-18,2,39,11
CRFR2-BP antag,9,-13,.,4,12,6,-20,1

(33) CCCCCC(=O)N1C[C@@H](O)[C@H](n2cc(C3CC3)nn2)C[C@@H]1c1ccc(OC)cc1
(34) Cc1ccc(S(=O)(=O)Nc2ccc(N3CCN(C)CC3)nc2)cc1
(35) COCCN1CCN(Cc2cn(C)nc2-c2ccc(Oc3ccccc3)cc2)CC1
(36) Cc1ccccc1CCN(C(=O)CN1C(=O)c2ccccc2S1(=O)=O)C(C(=O)NCC1CCCO1)c1ccncc1 (stereo not drawn)
(37) COc1cccc(CC(=O)NNC(=O)c2c(-c3ccccc3)noc2C)c1
(38) O=c1[nH]nnc2sc3c(c12)CCCC3
(39) CCOc1ccc2nc(SCC(=O)Nc3nonc3C)[nH]c2c1
(40) CC(=O)Nc1ccc2c(c1)CCCC2=O
Compound,33,34,35,36,37,38,39,40
M5 PAM,6,-2,5,1,4,-3,3,-6
M5 ag,0,-7,-5,0,0,-5,0,-2
CHRM5 antagonist,-8,4,-1,-2,-2,0,7,10
CRFBP-R2 agonist,0.9,9.6,-0.8,4.3,0.1,-0.7,-1.8,0.0
M4 PAM,6,4,-7,11,5,3,4,-11
M1 PAM parental,10,-6,25,18,-3,6,-12,-6
TAAR1 agonist,0,5,2,20,13,6,-1,6
TAAR1 antagonist,7,8,1,0,-4,-6,-9,-24
CRFR2-BP antag,-9,-18,3,-20,-7,-19,1,4

(41) O=C(COC(=O)c1ccc([N+](=O)[O-])s1)Nc1ccccc1
(42) COc1ccccc1C(=O)Nc1ccc(C(=O)/C=C/c2cccs2)cc1
(43) COc1cc(NC(=O)CNC(c2ccccc2)c2ccccc2)cc(OC)c1OC
(44) CCOC(=O)c1c(C)n(-c2ccc(OC)cc2)c2c(C/C(C)=N/O)c(Br)c(OC)c(O)c12
(45) COCCn1c(C)cc(C(=O)COC(=O)c2cccc(O)c2)c1C
(46) COc1cc(C(=O)N/N=C(\Cc2ncc[nH]2)c2ccccc2)cc(OC)c1OC
(47) O=[N+]([O-])c1ccc(C=Nc2cccc3ccccc23)s1
(48) Cc1nc(S(=O)(=O)N2CCOCC2)c(C#N)c(C)c1Cl
Compound,41,42,43,44,45,46,47,48
M5 PAM,-3,2,-8,0,1,10,1,-1
M5 ag,1,-1,-5,-1,2,-1,8,-5
CHRM5 antagonist,4,8,10,-4,8,-1,3,-12
CRFBP-R2 agonist,-0.9,4.8,1.2,0.1,-1.5,0.0,3.5,0.7
M4 PAM,1,-2,-3,15,-1,-1,-4,0
M1 PAM parental,8,-1,-13,-7,6,-1,10,-5
TAAR1 agonist,2,1,1,2,4,2,.,3
TAAR1 antagonist,11,37,-11,4,-19,5,.,7
CRFR2-BP antag,23,-16,24,15,2,-10,-13,4

Quoted from above: compounds 44–48
(44) CCOC(=O)c1c(C)n(-c2ccc(OC)cc2)c2c(C/C(C)=N/O)c(Br)c(OC)c(O)c12
(45) COCCn1c(C)cc(C(=O)COC(=O)c2cccc(O)c2)c1C
(46) COc1cc(C(=O)N/N=C(\Cc2ncc[nH]2)c2ccccc2)cc(OC)c1OC
(47) O=[N+]([O-])c1ccc(C=Nc2cccc3ccccc23)s1
(48) Cc1nc(S(=O)(=O)N2CCOCC2)c(C#N)c(C)c1Cl
Compound,44,45,46,47,48
M5 PAM,0,1,10,1,-1
M5 ag,-1,2,-1,8,-5
CHRM5 antagonist,-4,8,-1,3,-12
CRFBP-R2 agonist,0.1,-1.5,0.0,3.5,0.7
M4 PAM,15,-1,-1,-4,0
M1 PAM parental,-7,6,-1,10,-5
TAAR1 agonist,2,4,2,.,3
TAAR1 antagonist,4,-19,5,.,7
CRFR2-BP antag,15,2,-10,-13,4

More records.
(49) CCn1c2ccccc2c2cc(NC(=O)COC(=O)c3ccc(O)cc3)ccc21
(50) COC(=O)CCC(=O)N1CCC(Oc2cccc(C(=O)NCc3ccccn3)c2)CC1
(51) COc1cc(C(=O)NNC(=O)/C=C/c2ccco2)cc(OC)c1OC
(52) COC(=O)N/N=C/c1ccc(-c2cc(Cl)cc(Cl)c2)o1
(53) COc1cc(C=NNC(=O)C(=O)Nc2cccc(Cl)c2)cc(OC)c1O
(54) O=C(CCN1CCCCC1)NCC1OCCc2ccccc21 (stereo not drawn)
(55) O=[N+]([O-])c1ccc(-[n+]2nc(-c3ccccc3)nn2-c2ccccc2)cc1
(56) OC(COc1cccc(OCC(O)CN2CCOCC2)c1)CN1CCOCC1 (stereo not drawn)
Compound,49,50,51,52,53,54,55,56
M5 PAM,5,7,-8,-2,-7,5,9,-1&-6
M5 ag,-4,0,2,-1,4,-1,-26,0&-3
CHRM5 antagonist,0,-1,3,0,11,-2,-11,-5&4
CRFBP-R2 agonist,-0.8,0.2,-1.3,-1.7,1.9,-0.1,0.7,-0.2&-2.8
M4 PAM,4,9,2,15,0,8,-6,12&-2
M1 PAM parental,21,22,12,18,15,8,-9,-4&-9
TAAR1 agonist,1,2,17,0,15,4,3,0&2
TAAR1 antagonist,7,-4,-23,15,38,-2,-4,13&-4
CRFR2-BP antag,3,3,-3,1,0,5,3,3&39

From PubChem
